# SRC3 TRFRET art: TR-FRET detection interference compounds, artefact control for PPARgamma SRC-3 recruitment agonists, biochemical, TR-FRET ratio; TR-FRET artefact counter-screen, PPARgamma/SRC-3 format; hits give high values; TR-FRET ratio at 8 µM; hit rate 0.39% among 99,000; AID 1048, 2008; in the data active = TR-FRET ratio above about 2000; note: inactives centre near 1600
# SRC1 TRFRET art: TR-FRET detection interference compounds, primary screen, artefact control for PPARgamma SRC-1 recruitment agonists, biochemical, TR-FRET emission ratio; TR-FRET detection artefact counter-screen; hits give high values; TR-FRET ratio at 8 µM; hit rate 0.34% among 99,000; AID 1051, 2008; in the data active = TR-FRET ratio above about 2300; note: inactives centre near 1800
# * hit, by the source's call.
SMILES,SRC3 TRFRET art,SRC1 TRFRET art
COCCCNC(=O)CN1C(=O)/C(=C/c2ccccc2C)Sc2ccccc21,1751,1876
O=C(NC(=S)N(CCO)Cc1ccccc1)c1ccc(S(=O)(=O)N2CCCC2)cc1,1733,1877
Cc1ccc(-n2c(O)c(C=Nc3ccccc3-c3n[nH]c(=S)[nH]c3=O)c3ccccc3c2=O)c(C)c1,1825,1894
COC(=O)/N=C/c1c(NCc2ccccc2)nc2c(C)cccn2c1=O,1355,1551
Cc1ccc(C)n1-c1ccsc1C(=O)CC#N,1432,1763
CC(OC(=O)c1oc2ccccc2c1COc1ccccc1)C(=O)NC(N)=O (stereo unspecified),1439,1492
Cc1cccc2cc(C#N)c(NCc3ccccc3)nc12,1610,1741
Cc1ccc(CC2CC(=O)N(CCc3ccccc3)C2=O)cc1 (stereo unspecified),1604,1720
Cc1ccccc1OCC1CNC(=O)O1 (stereo unspecified),1382,1641
CC1CC(C)CN(c2ncnc3c2cnn3C)C1 (stereo unspecified),1279,1704
CCOC(=O)C1CCN(c2nnc(N3CCCC3=O)s2)CC1,1498,2045
O=C(NCc1ccc(Cl)cc1)C1CCC(CNc2c(N3CCCCC3)c(=O)c2=O)CC1 (stereo unspecified),1637,1656
Cc1cccc(C)c1N(CC(=O)N1CCN(c2ccccc2F)CC1)S(C)(=O)=O,1384,1844
CCSC1=N/C(=C\c2ccccc2)C(=O)N1c1ccc(OC)cc1,1440,1555
O=C(NCCCN1CCCC1=O)c1ccc2c(=O)n(-c3ccccc3F)c(=S)[nH]c2c1,1538,1867
O=C1NC(c2ccc(Cl)c([N+](=O)[O-])c2)Nc2ccccc21 (stereo unspecified),1369,1690
CCCCNC(=O)c1ccc2c(SCC(=O)O)c3c(nc2c1)CCCC3,1511,1557
O=C(CN1CCN(Cc2ccccc2)CC1)Nc1ccc([N+](=O)[O-])cc1C(=O)Nc1ccccc1F,1362,1559
Cc1ccccc1-n1nnnc1SC(C)C(=O)NC1CCCc2ccccc21 (stereo unspecified),1610,1780
COc1ccc(SCC(=O)Nc2ccc(N3CCN(C)CC3)c(F)c2)cc1,1493,1593
O=c1nc2cccc3c2=c(/c1=C(\O)c1ccccc1)c1ccccc1c3=O,1536,1481
Nn1c(SCc2cccc(Oc3ccccc3)c2)nnc1C(F)(F)F,1735,2082
Cn1c(CN2CCCCC2)nc2cc(NS(=O)(=O)c3ccc(F)cc3)ccc21,1423,1804
Cc1ccc(S(=O)(=O)N(C)Cc2ccc(C(=O)N/N=C3\CC(=O)CC(C)(C)C3)cc2)cc1,1660,1692
CCOC(=O)Cn1ncn(-c2ccc(OC(F)(F)F)cc2)c1=O,1594,1802
CCc1sc(/C=C(/C#N)C(N)=S)cc1[N+](=O)[O-],1852,1808
O=C(CSc1nnc(NC(=O)c2ccco2)s1)NCc1ccc2c(c1)OCO2,1652,1785
Cc1ccc(-c2csc3ncnc(N4CCc5ccccc5C4)c23)cc1,1580,1850
COc1ccccc1NS(=O)(=O)c1cccc(C(=O)NN=C2CCCCCC2)c1,1653,1954
O=C(CCNc1ccc(F)cc1)c1cc2ccccc2o1,1549,1634
COc1ccc(CCn2c(-c3ccc(Cl)cc3)n[nH]c2=S)cc1OC,1596,1922
CC(C)CNC(=O)COC(=O)c1ccc(F)cc1Cl,1503,1484
CCCN(Cc1ccccc1)C(=S)Nc1ccc(OC(F)F)cc1,1384,1591
COC(=O)c1ccc(Oc2cc(C)nc(Cl)n2)cc1,1435,1809
O=C(NNC(=S)Nc1ccc(Br)cc1)c1ccc(N2CCOCC2)c([N+](=O)[O-])c1,1650,1753
CCOC(=O)C(=O)c1cn(C2OCC(OC(C)=O)C(OC(C)=O)C2OC(C)=O)c2ccccc12 (stereo unspecified),1724,1505
CC(C)C(C(=O)O)N1C(=O)/C(=C/c2cccn2C)SC1=S (stereo unspecified),1480,1659
Cc1ccc(NS(=O)(=O)c2cc(NC(=O)c3ccc4c(c3)NC(=O)CS4)ccc2C)c(C)c1,1559,1846
COc1cccc(NC(=O)NCCC2=CCCCC2)c1,1771,1839
Cc1ccc(S(=O)(=O)NC(=O)c2ccc(Br)o2)cc1,1650,1919

# Individual results from the entries so far:
# CCOC(=O)C(=O)c1cn(C2OCC(OC(C)=O)C(OC(C)=O)C2OC(C)=O)c2ccccc12 (stereo unspecified) | SRC3 TRFRET art = 1724
# COc1cccc(NC(=O)NCCC2=CCCCC2)c1 | SRC3 TRFRET art = 1771
# Cc1ccc(NS(=O)(=O)c2cc(NC(=O)c3ccc4c(c3)NC(=O)CS4)ccc2C)c(C)c1 | SRC1 TRFRET art = 1846
# COc1ccc(CCn2c(-c3ccc(Cl)cc3)n[nH]c2=S)cc1OC | SRC3 TRFRET art = 1596
# CC(C)CNC(=O)COC(=O)c1ccc(F)cc1Cl | SRC3 TRFRET art = 1503

# Remaining list, next part:
SMILES,SRC3 TRFRET art,SRC1 TRFRET art
COc1ccc(NC(=O)c2ccc(Cl)c(S(=O)(=O)N3CCc4ccccc4C3)c2)cn1,1526,1731
CS(=O)(=O)N(CC(=O)Nc1ccc(S(=O)(=O)N2CCOCC2)cc1)c1cccc(F)c1,1411,1742
CN(c1ccc(C(=O)NCc2ccc3c(c2)OCO3)cc1)S(=O)(=O)c1ccccc1,1503,1790
O=C(CCCOc1ccc(Cl)cc1Cl)N/N=C/c1cccc([N+](=O)[O-])c1,1655,1762
CCOC(=O)c1c(NC(=O)C(C)N2CCN(S(=O)(=O)c3cccs3)CC2)sc2c1CCC(C)C2 (stereo unspecified),1778,1771
CN1CCC(NC(=S)Nc2cccc([N+](=O)[O-])c2)CC1,1484,1795
O=C(O)c1ccc2nc3c(nc2c1)-c1ccccc1C3=O,1836,1639
Nc1c(C(=O)c2ccccc2O)cnn1-c1ccc(S(=O)(=O)N2CCOCC2)cc1[N+](=O)[O-],1742,2144
CCC(CC)NC(=O)c1cccc(Oc2ccccc2)c1,1405,1816
N/C(=N\OC(=O)CCN1C(=O)c2ccccc2C1=O)c1ccccn1,1459,1638
C#CC[N+](C)(C)CCCCCCCCCCCC,1625,1716
CCc1cccc2c(C(=O)COC(=O)/C=C/c3ccccc3OC)c[nH]c12,1644,1924
CCOC(=O)C1=C(c2ccccc2)NC(=S)NC1c1cccc([N+](=O)[O-])c1 (stereo unspecified),1349,1590
Nc1ccc(N2CCN(c3ccccc3)CC2)c(F)c1,1519,1667
CC(=O)Nc1ccc(NC(=O)C2CC(=O)N(Cc3ccccc3)C2)cc1 (stereo unspecified),1488,1658
Cc1cc(C)cc(C(=O)NCC(=O)OCC(=O)N2CCN(S(=O)(=O)c3ccc4ccccc4c3)CC2)c1,1559,1504
O=C(CSc1nc2ccccc2n1CCc1ccccc1)c1ccc(O)c(O)c1,1521,1586
O=c1c2ccccc2c(-c2n[nH]c(=S)o2)nn1Cc1ccccc1,2375*,2576*
O=C(/C=C/c1ccccc1)Nn1cnc2ccccc2c1=O,1842,1674
CC(=O)Nc1cccc(C(=O)N/N=C/c2ccc(F)cc2)c1,1653,1762

# One compound at a time, from the list above. Values in the order: SRC3 TRFRET art	SRC1 TRFRET art
# CC(=O)Nc1ccc(NC(=O)C2CC(=O)N(Cc3ccccc3)C2)cc1 (stereo unspecified) in the list: 1488	1658
# Cc1cc(C)cc(C(=O)NCC(=O)OCC(=O)N2CCN(S(=O)(=O)c3ccc4ccccc4c3)CC2)c1 in the list: 1559	1504

# New compounds follow.
SMILES,SRC3 TRFRET art,SRC1 TRFRET art
CCC(C)(C)C1CCC(=NNc2nc3ccccc3[nH]2)CC1 (stereo unspecified),1829,1878
Cc1[nH]c(=O)[nH]c1C(=O)CCCCC(=O)O,1422,1542
Cc1ccc(S(=O)(=O)c2ccccc2)cc1S,1732,1782
CC(C)N1CCc2c(sc(NC(=S)NC(=O)c3ccccc3)c2C#N)C1,1605,1810
COc1ccc(/C=C2\SC(=O)N(CCNC(=O)Cc3coc4cc(C)ccc34)C2=O)cc1OC,1523,1913
Cn1c(COc2ccccc2)nnc1SCC(=O)Nc1ccc2c(c1)OCO2,1682,1892
CCOc1ccccc1NC(=O)c1cc(C(=O)Nc2ccccc2OCC)cc(N2C(=O)CCC2=O)c1,1675,1809
O=C(NNC(=O)c1ccccc1O)c1ccco1,1900,1934
CC(=O)Nc1ccc(NC(=O)C2CCCN2C(=O)Nc2ccc(F)c([N+](=O)[O-])c2)cc1 (stereo unspecified),1461,1931
Cc1ccc(S(=O)(=O)N(C)c2ccc(OCC(=O)Nc3nc(-c4ccccc4)cs3)cc2)cc1,1732,1752

# Brought forward from above: 2 compounds, then new ones.
SMILES,SRC3 TRFRET art,SRC1 TRFRET art
CC(=O)Nc1ccc(NC(=O)C2CCCN2C(=O)Nc2ccc(F)c([N+](=O)[O-])c2)cc1 (stereo unspecified),1461,1931
Cc1ccc(S(=O)(=O)N(C)c2ccc(OCC(=O)Nc3nc(-c4ccccc4)cs3)cc2)cc1,1732,1752
S=C(Nc1ccccc1)N1N=C(c2cccs2)CC1c1cccs1 (stereo unspecified),1962,2026
O=c1oc2c(CN3CCOCC3)c(O)c(Cl)cc2c2c1CCC2,1715,1808
CCOC(=O)C1(Cc2cccc(OC)c2)CCN(Cc2csc(C(C)=O)c2)CC1,1702,1887
O=C(O)c1ccc2c3c(ncnc13)-c1ccccc1C2=O,1890,1551
COc1ccc(NC(=O)Cc2c(C(=O)O)n(C)c3ccccc23)cc1OC,1838,1913
CN(C)C(=O)c1cn(-c2ccc(Cl)cc2)c(=O)c2ccccc12,1641,1974
COc1ccccc1N1CCN(C(=O)CCSCc2ccccc2F)CC1,1807,1865
CN(C(=O)COc1ccccc1)c1nnc(-c2ccncc2)s1,1583,2034
NC(=O)c1ccsc1N,1709,1720
COc1cc(OC)c(OC)cc1CN1CCCC(C(=O)c2ccc3c(c2)OCO3)C1 (stereo unspecified),1639,1841
CCNC(=S)N/N=C(\C)c1ccc(Cl)s1,1458,1851
O=C1CSC(c2ccccn2)N1c1ccc(Br)cc1 (stereo unspecified),1559,1640
Cc1ccc(OCC(=O)Nc2ccc3c(c2)OCO3)c([N+](=O)[O-])n1,1466,2113
CC1(C)Cc2c(c(-c3ccccc3)nc(N3CCCC3)c2C(N)=O)CO1,1267,1668
C/C=C/c1ccc(OCCN2CCc3ccccc3C2)c(OC)c1,1573,1860
COc1ccc(-c2cc(C(=O)NN)n(-c3ccccc3)n2)cc1,1485,1508
CC(=O)Nc1cccc2c1C(=O)N(c1cccc(OC(C)=O)c1)C2=O,1568,1819
COc1ccc2c(c1)c(=O)oc1c(C)c(OCc3cc(C(=O)O)oc3C)ccc12,1659,1824
Cc1cc(C)c(C)c(S(=O)(=O)N2CCCCC2C(=O)O)c1C (stereo unspecified),1593,2032
CSc1ccc(C(=O)/C=C/c2ccc(N)cc2)cc1,1605,1857
Cc1cc(C)c[n+](CC(=O)c2ccc(NC(=O)c3ccccc3)cc2)c1,1477,1929
O=C(Nc1ccccc1)c1cnc2ccccc2n1,1517,1913
COc1ccc(N=C2SC(CC(=O)Nc3ccccc3)C(=O)N2CCN2CCOCC2)cc1 (stereo unspecified),1689,2051
CCOC(=O)CC(NC(=O)Cn1nnc(-c2ccccc2F)n1)c1ccc(OC)cc1 (stereo unspecified),1496,1730
CCOc1ccc(/C=C/C(=O)c2cc(Br)ccc(=O)c2O)cc1,1478,1613
Cc1ccc(S(=O)(=O)N2CCCCC2)cc1NC(=O)CSCC(=O)O,1345,1665
COc1ccc(N2CCN(C3=CC(=O)N(c4cccc(Cl)c4)C3=O)CC2)cc1,1580,1715
Fc1ccc(NCc2nnc(SCc3ccccc3)o2)cc1,1285,1476
CN(C)CCN=c1cc(-c2ccccc2)oc2ccc(Cl)cc12,1541,1742
O=C(O)/C=C/C(=O)NNC(=O)c1ccc(Br)cc1,1659,1648
CCc1ccc(S(=O)(=O)NCCc2csc(C)n2)s1,1587,1856
Cn1c(N)c(C(c2ccccc2)c2c(N)n(C)c(=O)n(C)c2=O)c(=O)n(C)c1=O,1428,1980
CC/C(=N\NC(=O)c1ccc(N(C)C)cc1)c1ccccc1,1717,1710
Cc1noc(C)c1COc1ccc(C(=O)Nc2cccnc2)cc1,1668,1972
COc1cccc(-c2noc(-c3ccoc3C)n2)c1,1549,1941
CCOC(=O)c1ccc(Nc2cc(C)nc3nc(C)nn23)cc1,1431,1744
COc1ccc(-c2onc(C)c2-c2ccc3c(c2)OCCO3)c(O)c1,1610,1871
Cn1cc([N+](=O)[O-])c(C(=O)Nc2ccc(-c3nc4ccccc4[nH]3)cc2)n1,1658,1822
CC1(C)CC2CC(C)(CN2C(=O)c2ccc([N+](=O)[O-])cc2)C1 (stereo unspecified),1703,1869
CNC(=O)CS(=O)CC(=O)Nc1cc(OC(C)C)c(Cl)cc1Cl (stereo unspecified),1607,1883

# Three records drawn at random from the list so far, as already listed:
SMILES,SRC3 TRFRET art,SRC1 TRFRET art
CC/C(=N\NC(=O)c1ccc(N(C)C)cc1)c1ccccc1,1717,1710
COc1ccc(-c2onc(C)c2-c2ccc3c(c2)OCCO3)c(O)c1,1610,1871
Cc1noc(C)c1COc1ccc(C(=O)Nc2cccnc2)cc1,1668,1972

# New compounds follow.
SMILES,SRC3 TRFRET art,SRC1 TRFRET art
O=C(CNC(=O)c1ccc(Cl)cc1)OC1CCOC1=O (stereo unspecified),1726,1809
N/C(=N\OC(=O)CCCOc1ccccc1)c1ccccn1,1827,1806
COc1cccc(-n2c(-c3ccc4[nH]c(C)c(C)c4c3)n[nH]c2=S)c1,1861,1973
Cc1ccc(CNC(=O)CCc2c(C)nc3c(c(C)nn3-c3ccc(C)cc3)c2C)cc1,1474,2022
O=C(N1CCOCC1)C12CC3CC(C1)CC(n1cnc(Cl)n1)(C3)C2,1588,1845
Cc1nn(-c2ccccc2)c(Cl)c1/C=N/NC(=O)C1COc2ccccc2O1 (stereo unspecified),1567,1821
O=C(COC(=O)CCN1C(=O)/C(=C\C=C\c2ccccc2)SC1=S)Nc1cc(F)ccc1F,1634,1945
Cc1ccc(S(=O)(=O)N2CCN(C(=O)COc3ccc(C)nc3[N+](=O)[O-])CC2)c(C)c1,1728,1944
Cc1cccc(-n2c3nc(=O)[nH]c(=O)c-3cc3cc([N+](=O)[O-])ccc32)c1,1662,1733
O=C1CCC(C(=O)OCC(=O)c2c[nH]c3ccccc23)=NN1,1446,1949

# Compound activity from PubChem.
